CHRM4 antagonist: blocks acetylcholine activation of human M4 receptor | P08173 | CHO-hM4 cells, ACh EC80, Fluo-8 calcium fluorescence | inhibition, % at 3 µM | 0.73% of 360,000 active | AID 624125;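 active means inhibition above its plate's cutoff, the mean inhibition of sample wells plus 3 SD, cut at about 27% in these data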;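 further: 0% = acetylcholine EC80 with DMSO and 100% = DMSO without agonist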
Target sequence (P08173 whole entry, looked up): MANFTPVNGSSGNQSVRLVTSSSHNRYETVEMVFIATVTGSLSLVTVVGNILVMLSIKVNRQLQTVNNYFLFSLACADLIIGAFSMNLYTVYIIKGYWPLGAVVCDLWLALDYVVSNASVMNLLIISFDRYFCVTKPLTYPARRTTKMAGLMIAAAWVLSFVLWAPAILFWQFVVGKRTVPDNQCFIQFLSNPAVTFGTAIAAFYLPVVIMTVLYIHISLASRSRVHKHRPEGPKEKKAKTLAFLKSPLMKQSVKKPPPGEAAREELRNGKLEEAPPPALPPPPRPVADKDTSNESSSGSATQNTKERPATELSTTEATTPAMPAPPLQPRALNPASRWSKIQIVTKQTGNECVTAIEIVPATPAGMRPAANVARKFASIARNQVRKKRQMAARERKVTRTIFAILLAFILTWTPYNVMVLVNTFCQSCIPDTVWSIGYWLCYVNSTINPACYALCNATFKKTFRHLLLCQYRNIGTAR
CHRM5 PAM: positive allosteric modulators of human muscarinic M5 receptor. AID 624038. CHO-K1 hM5, Fluo-8 calcium, ACh EC20 PAM; 0% = ACh EC20, 100% = ACh EC100. activation, % at 3 µM. 0.3% of 360,000 active;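 active means activation above the run cutoff, the mean activation of all test compounds plus 3 SD, cut at about 18% in these data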
Target sequence (P08912 whole entry, looked up): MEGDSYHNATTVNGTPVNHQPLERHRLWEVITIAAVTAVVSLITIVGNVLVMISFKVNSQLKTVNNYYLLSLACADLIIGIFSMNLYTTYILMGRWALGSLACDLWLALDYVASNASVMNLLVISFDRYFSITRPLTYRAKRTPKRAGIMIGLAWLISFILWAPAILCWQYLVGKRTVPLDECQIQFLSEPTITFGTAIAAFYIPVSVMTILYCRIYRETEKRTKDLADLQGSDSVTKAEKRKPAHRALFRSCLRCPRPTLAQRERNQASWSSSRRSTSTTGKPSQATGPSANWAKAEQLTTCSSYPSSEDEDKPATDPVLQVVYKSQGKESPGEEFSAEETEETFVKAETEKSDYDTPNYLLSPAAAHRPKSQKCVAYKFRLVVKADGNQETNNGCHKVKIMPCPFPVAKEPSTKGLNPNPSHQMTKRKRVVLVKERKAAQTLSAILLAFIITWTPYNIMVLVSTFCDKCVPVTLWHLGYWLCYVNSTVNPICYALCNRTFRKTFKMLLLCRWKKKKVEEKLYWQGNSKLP
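Assay system: CHO-K1 hM5 cells / Incubation: Fluo-8 loading 80 min at 37 °C plus 30 min room temperature / Technique: Fluo-8 calcium dye fluorescence, kinetic read / Repeats: single replicate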
CHRM4 PAM: CHRM4 positive allosteric modulation | P08173 | CHO-K1 hM4/Gqi5, Fluo-8 calcium fluorescence, ACh EC20; 0% = ACh EC20, 100% = maximal ACh | activation, % at 3 µM | 0.4% of 360,000 active | AID 624126;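 active means activation above its plate's cutoff, the mean activation of sample wells plus 3 SD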; further: some results filed as inactive read as strong as hits
IDE inh: cellular human IDE inhibition | P14735 | HEK cells, FAbetaB cleavage, fluorescence polarization | inhibition, % at 5.59 µM | 0.41% of 320,000 active;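 active means percent inhibition above the average of all tested compounds plus 3 SD, set per screening campaign, cut at about 16% in these data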;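 further: IDE supplied by intact live HEK cells; FP after avidin binding of uncleaved biotin substrate so inhibition keeps polarization high; 0% = DMSO wells and 100% = 60 µM reference IDE inhibitor Ii1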
CRFBP-R2 block: antagonists of CRF-binding protein/CRF-R2 receptor complex; HEK293 CRF-R2/CRF-BP, CRF-induced calcium fluorescence; inhibition, % at 11.8 µM; 0.59% of 350,000 active;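 active means inhibition of the ligand-induced calcium signal above about 50% at the single tested concentration, limit read from the data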
M5 ag: agonists of human muscarinic M5 receptor (CHRM5); P08912; CHO-K1 hM5 cells, Fluo-8 calcium fluorescence; 0% DMSO wells, 100% maximal acetylcholine response; activation, % at 3 µM; 0.19% of 360,000 active;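 active means activation above the run's mean over test compounds plus 3 SD, cut at about 23% in these data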;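 further: signal is peak over basal fluorescence ratio across the kinetic read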
M4 ag: CHRM4 agonism in calcium assay | P08173 | CHO-K1 hM4/Gqi5, Fluo-8 calcium fluorescence; vehicle 0%, full acetylcholine response 100% | activation, % at 3 µM | 0.14% of 360,000 active | AID 624127;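 active means activation above the run mean over all test wells plus 3 SD, cut at about 32% in these data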;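 further: peak over basal fluorescence ratio per well then scaled between controls; 0% = DMSO wells and 100% = acetylcholine at EC100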
CHRM5 antagonist: antagonists of human muscarinic M5 receptor (CHRM5). CHO-hM5 cells, Fluo-8 calcium fluorescence, ACh EC80. AID 624040. 0.59% of 360,000 active. inhibition, % at 3 µM;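 active means inhibition above a per-plate cutoff, the mean of that plate's test compounds plus 3 SD, cut at about 27% in these data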;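 further: 0% = acetylcholine EC80 with DMSO and 100% = DMSO without agonist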
CRFBP-R2 agonist: agonists of human CRF-binding protein/CRF-R2 receptor complex | AID 588473 | activation, % at 13.2 µM | 0.46% of 350,000 active | HEK293 CRF-R2/CRF-BP, calcium dye fluorescence (FLIPR); percent of saturating CRF peptide response;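 active means activation of at least 50%, plus an integration ratio under a set limit after plate pattern correction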;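 further: plate controls were neutral control wells without compound for no effect and CRF at EC100 for full effect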
Starred values were filed as active, the others as inactive; nt = no result given.

SMILES	CHRM4 antagonist	CHRM5 PAM	CHRM4 PAM	IDE inh	CRFBP-R2 block	M5 ag	M4 ag	CHRM5 antagonist	CRFBP-R2 agonist
Cc1ccc(N2CC(C(=O)NCc3n[nH]c(=O)c4ccccc34)CC2=O)cc1 (configuration not stated)	-13	5	9	2	28	1	-1	-3	-0.3
CC1(C)Oc2ccc3ccc(=O)oc3c2[C@H](O)[C@H]1O	-20	7	14	4	1	2	2	2	3.0
CCN(C[C@H]1N[C@@](Cc2ccccc2)(C(=O)OC)[C@H]2C(=O)N(C)C(=O)[C@@H]12)C(=O)c1ccccc1	2	-5	0	9	-19	2	1	7	1.5
CCOC(=O)Cc1csc(N/N=C/c2ccc(Cl)cc2)n1	6	0	-2	2	13	4	0	3	-0.4
CCCn1c(SCC(=O)NNC(=O)c2ccccc2)nnc1-c1cccnc1	-8	1	7	13	2	0	1	-1	-1.0
Cc1onc(-c2c(F)cccc2Cl)c1C(=O)Nc1cccc(S(=O)(=O)NCc2ccco2)c1	4	-9	-13	-6	-4	-3	8	13	0.3
Cc1nn(Cc2cccc(C(N)=O)c2)c(C)c1Br	8	-7	-10	6	9	2	1	19	2.3
Cc1cccc(NC(=O)C[n+]2cccc(C)c2)c1	14	-1	0	2	8	0	1	5	-1.4
CC(C)c1ccccc1NC(=O)c1ccc2ncsc2c1	-6	1	-5	0	-3	-2	2	3	-1.6
Cc1ccccc1OCCC(=O)Nc1ccc(F)c(Cl)c1	10	-10	-9	-2	9	-3	5	7	13
O=C(NC(=S)Nc1ccc(S(=O)(=O)N2CCCCCC2)cc1)c1cccs1	0	3	-2	-1	-18	-1	1	-1	1.5
Brc1ccc2nc(-c3ccco3)c(Cc3ccsc3)n2c1	-12	8	12	nt	nt	1	0	2	nt
CCOc1ccc(CCNC(=O)COC(=O)/C=C/c2ccc(C)o2)cc1OCC	16	-7	-4	3	3	0	1	15	-0.9
CCOC(=O)C1(N(CC)CC)Sc2cc(C)ccc2NC1=O (configuration not stated)	1	-5	8	-5	-27	-8	-1	-7	-1.0
COc1cc(CNc2ccc3[nH]c(=O)[nH]c3c2)cc(Br)c1OCc1ccc(F)cc1	5	3	2	nt	-4	-6	1	4	-1.8
COc1ccc(CNC(=O)NC2CCCCC2)cc1	-3	6	-1	3	-8	0	0	-5	1.2
CC(C)C(=O)Nc1ccc(C=C2C=Cc3ccccc32)cc1	-5	-4	-7	nt	nt	-1	3	6	nt
CC(Oc1cccc(Cl)c1)C(=O)Nc1cc(=O)n(C)c(=O)n1C (configuration not stated)	-5	2	12	1	11	-2	2	-2	0.0
CCOC(=O)CSc1nc(C)c(C(=O)OCC)s1	-1	-5	2	0	16	-5	1	-1	-0.8
CC(C)Cc1cc(C(=O)O)n[nH]1	10	-5	-7	2	1	0	-1	9	0.3
CC(C)c1cc(C(=O)NCCc2cccs2)c(N)s1	14	1	-7	nt	nt	0	3	5	nt
Cc1ccc(C(=O)Nc2ccc(N3CCOCC3)c3nonc23)cc1[N+](=O)[O-]	-1	2	-11	-11	7	1	4	9	0.0
COCCCNC(=S)NCCNc1nc2cc(C)c(C)cc2cc1C#N	-1	1	6	3	-11	-8	1	3	1.6
Cc1csc(SC(C)C(=O)Nc2ccc(S(=O)(=O)N3CCCC3)cc2)n1 (configuration not stated)	3	0	-10	-1	-5	0	1	2	-0.8
CCOc1ccc(N2C(=O)CC(NCCNc3ccc(C(=O)c4cccs4)cc3)C2=O)cc1 (configuration not stated)	11	-1	-12	-5	3	-2	2	11	-0.4

5 of the compounds above, with the structure last:
CHRM4 antagonist,CHRM5 PAM,CHRM4 PAM,IDE inh,CRFBP-R2 block,M5 ag,M4 ag,CHRM5 antagonist,CRFBP-R2 agonist,SMILES
1,-5,8,-5,-27,-8,-1,-7,-1.0,CCOC(=O)C1(N(CC)CC)Sc2cc(C)ccc2NC1=O (configuration not stated)
-8,1,7,13,2,0,1,-1,-1.0,CCCn1c(SCC(=O)NNC(=O)c2ccccc2)nnc1-c1cccnc1
10,-10,-9,-2,9,-3,5,7,13,Cc1ccccc1OCCC(=O)Nc1ccc(F)c(Cl)c1
6,0,-2,2,13,4,0,3,-0.4,CCOC(=O)Cc1csc(N/N=C/c2ccc(Cl)cc2)n1
2,-5,0,9,-19,2,1,7,1.5,CCN(C[C@H]1N[C@@](Cc2ccccc2)(C(=O)OC)[C@H]2C(=O)N(C)C(=O)[C@@H]12)C(=O)c1ccccc1

Taken from above.
CC(C)C(=O)Nc1ccc(C=C2C=Cc3ccccc32)cc1 in CHRM4 PAM → -7
CCOC(=O)Cc1csc(N/N=C/c2ccc(Cl)cc2)n1 in CRFBP-R2 block → 13
Cc1csc(SC(C)C(=O)Nc2ccc(S(=O)(=O)N3CCCC3)cc2)n1 (configuration not stated) in IDE inh → -1
CCOC(=O)CSc1nc(C)c(C(=O)OCC)s1 in CRFBP-R2 block → 16
Cc1ccc(C(=O)Nc2ccc(N3CCOCC3)c3nonc23)cc1[N+](=O)[O-] in M4 ag → 4
CC1(C)Oc2ccc3ccc(=O)oc3c2[C@H](O)[C@H]1O in IDE inh → 4

The list goes on:
SMILES	CHRM4 antagonist	CHRM5 PAM	CHRM4 PAM	IDE inh	CRFBP-R2 block	M5 ag	M4 ag	CHRM5 antagonist	CRFBP-R2 agonist
CCCCCc1nc2c(c(=O)c3ccccc3n2C)c(=O)n1Cc1ccc(OC)cc1	4	4	5	1	-18	4	0	4	5.2
COc1cc(OC)cc(-c2c(C#Cc3ccsc3)c3cc(Br)ccc3n2C)c1	-1	1	9	-2	9	4	1	4	1.6
Cc1ccc(-c2cnc3ccccc3n2)cc1C	7	0	-1	4	-10	-4	0	12	3.0
Cc1ccc(NC(=O)c2noc3c2CC(C(C)(C)C)CC3)cc1 (configuration not stated)	1	-6	6	2	8	1	1	2	0.9
CC(=O)Nc1ccc(-c2ccccc2)s1	3	3	2	3	30	-2	0	-1	1.0
COC(=O)C1=C(C)N(C)C(=O)NC1c1c(O)ccc2ccccc12 (configuration not stated)	1	-7	-6	3	-8	0	0	3	3.4
O=C(O)CCC(=O)N1CCN(c2ncccc2C(F)(F)F)CC1	-3	-2	-16	-4	4	-4	5	7	-0.6
CCN(CC(=O)Nc1c(F)cccc1F)C(=O)/C=C/c1ccc(S(=O)(=O)N2CCCCCC2)cc1	-12	-2	1	1	7	2	13	-8	-0.3
O=C(NNC(=O)C1CC=CCC1)c1ccccc1Cl (configuration not stated)	6	-7	-5	nt	4	0	0	8	1.1
CCCCNc1c(-c2ccc(-c3ccc(OC)cc3)c(OC)c2)nc2ccccn12	36*	-29	-16	1	5	-5	12	19	-0.3
O=C(NC(=S)Nc1ccc(CN2CCOCC2)cc1)c1ccc2c(c1)OCCO2	-1	-6	-2	5	-14	-4	11	9	-1.6
Cn1c(SCCCC(=O)c2ccccc2)nnc1-c1ccncc1	10	0	-4	-5	0	-1	1	7	1.3
Cn1c(O)c(/C=C2\C=NN=C2c2ccccc2)sc1=S	-3	-7	-12	8	12	1	-1	5	0.8
O=C(O)CSc1ccccc1C(=O)O	0	-6	4	1	0	-3	0	-1	-2.0
O=C1NC2(CCCCC2)N=C1c1ccc(F)cc1	-8	-2	-1	9	-20	-1	1	-4	-0.4
CN(NS(=O)(=O)c1ccc(Cl)cc1)c1ncc(C(F)(F)F)cc1Cl	-4	-12	0	-1	-3	-7	-2	10	-0.3
COc1ccc(C(=O)CSc2nc(N)nc(SC)c2C#N)cc1	18	6	13	0	31	-4	1	-5	0.7
O=C(NCc1ccccc1)c1ccc(OCC2CCCO2)cc1 (configuration not stated)	3	-4	-8	-7	-5	2	0	7	-0.7
CSc1nc(C)cc(C)c1C#N	-9	-3	9	1	1	7	0	-3	-0.6
COC(=O)c1cc(S(=O)(=O)NCc2cccc(Br)c2)c[nH]1	2	-3	-1	-3	-12	-3	3	9	-1.2
O=C(c1cc(N2C(=O)C3C4CCC(C4)C3C2=O)ccc1Cl)N1CCN(c2ccccc2F)CC1 (configuration not stated)	3	0	3	6	6	0	1	3	-0.5
CCCCNC(=S)Nc1ccc2cn[nH]c2c1	11	-1	1	-2	-4	-3	0	3	-3.5
CCCNC(=O)C1(C)CCN(Cc2cc(-c3ccccc3)on2)C1 (configuration not stated)	7	-1	-3	nt	nt	1	1	8	nt
COc1ccc(Cn2c(O)c(C=Nc3ccccc3C(=O)O)c3ccccc3c2=O)cc1	-18	13	16	-1	31	3	-2	-3	-1.4
CCOc1ccc(N=c2scc(-c3ccccc3)n2CCO)cc1	-3	-10	-6	2	2	-1	6	4	-2.7

Part of the list above with just CRFBP-R2 agonist and M5 ag.
| Molecule | CRFBP-R2 agonist | M5 ag |
| --- | --- | --- |
| CCN(CC(=O)Nc1c(F)cccc1F)C(=O)/C=C/c1ccc(S(=O)(=O)N2CCCCCC2)cc1 | -0.3 | 2 |
| O=C(NNC(=O)C1CC=CCC1)c1ccccc1Cl (configuration not stated) | 1.1 | 0 |

Further entries follow:
SMILES	CHRM4 antagonist	CHRM5 PAM	CHRM4 PAM	IDE inh	CRFBP-R2 block	M5 ag	M4 ag	CHRM5 antagonist	CRFBP-R2 agonist
CCc1ccccc1NS(=O)(=O)c1cc2c(cc1C)n(C)c(=O)c(=O)n2C	-1	3	-3	-3	-11	1	1	1	-2.2
O=C(COc1ccccc1[N+](=O)[O-])c1ccccc1	2	-6	3	-2	-2	-2	1	13	0.3
O=S(=O)(NCCc1ccc(Cl)cc1)c1cccs1	10	-3	0	0	20	-4	0	3	0.5
Cc1ccc2nc(NC(=O)CC3Oc4ccccc4NC3=O)sc2c1 (configuration not stated)	4	4	4	3	-15	3	0	4	6.0
O=C(/C=C/c1ccccc1Cl)NC1CCCCC1	-10	10	-1	-1	1	-2	-1	4	-1.7
Cc1ccc(S(=O)(=O)N2CCCCC2)cc1NC(=O)COC(=O)C1(C)CC1(Cl)Cl (configuration not stated)	-3	-13	0	-3	9	3	12	13	0.8
COC(=O)c1cc(C(=O)OC)cc(N2C(=O)CC(N3CCN(c4ccccc4)CC3)C2=O)c1 (configuration not stated)	2	2	0	nt	-11	-3	2	15	-1.5
Cc1ccccc1NC(=S)N(Cc1cccnc1)Cc1ccco1	12	-6	-8	-8	26	0	1	7	-0.9
CC(=O)Nc1c(Nc2ccccc2)c2ccccc2oc1=O	-8	3	1	5	33	-1	2	6	-0.8
CC(C)CN(C(=O)CN1CCc2ccccc21)c1c(N)n(CC(C)C)c(=O)[nH]c1=O	-2	6	2	6	8	5	2	6	1.1
CN(C(=O)c1ccc(NC(=O)C2CCCN(C(=O)OC(C)(C)C)C2)cc1)C1CC1 (configuration not stated)	1	-4	15	7	-6	4	4	6	1.8
Cc1ccsc1C(C(=O)NCc1ccccc1)N(C(=O)c1csnn1)c1ccccc1 (configuration not stated)	-8	-2	-4	3	-8	-4	3	6	0.0
